High-throughput results: PubChem, several laboratories
XIAP displacement = XIAP antagonists, biochemical, IAP family, fluorescence polarization (AID 1018); XIAP BIR domain, fluorescence polarization peptide displacement; higher % means a stronger effect; displacement, % at 20 µM, or IC50 in µM where a hit was titrated; 0.007% of 200,000 active; in the data active = displacement above about 50%; note: a part of the inactive calls stands beside numbers as strong as those of hits
RSV antiviral HEp-2 = inhibition of RSV-induced cytopathic effect – HEp-2 cells, primary 10 µM value included (AID 2391); HEp-2 cells, RSV-induced CPE inhibition; higher % means a stronger effect; CPE inhibition, % at 10 µM; hits with a dose series show IC50 in µM; 0.13% of 310,000 active; in the data active = a potency from the dose series; inconclusive = CPE inhibition mostly from about 23% at the one dose, without a potency; inactive = the rest, 99 in 100 with CPE inhibition below about 21%; note: strong numbers were not always called active
Myeloid diff 2 = compounds promoting myeloid differentiation | calls only at 10 µM | ER-HoxA9 myeloid progenitors, lysozyme-GFP differentiation, flow cytometry | AID 624256 | 1% of 360,000 active;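 active = normalized GFP-positive differentiation at or above the plate's own cutoff, the solvent-only control mean plus 3 SD; inconclusive = no clear call, values can overlap the other calls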;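 note: cells exposed to compound for four days before flow analysis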
PhoP inhibition = inhibitors of PhoP regulon expression, primary screen, Salmonella Typhimurium, GFP reporter (AID 1863). S. Typhimurium PhoP-regulated promoter GFP reporter, 4 h; higher % means a stronger effect. 0.16% of 300,000 active. one-dose inhibition, % at 50 µM; IC50 in µM for titrated hits;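 active = inhibition over 29.93%, a cutoff 3 SD above the screen mean, later confirmed by dose response; inconclusive = inhibition over 29.93% but no dose response follow-up; inactive = inhibition at most 29.93% or unconfirmed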;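 note: 0% = low Mg2+ inducing control and 100% = high Mg2+ repressing control; strong numbers were not always called active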
Siah-1 displacement = Siah-1 peptide-binding antagonists, primary screen, biochemical, fluorescence polarization, rhodamine-plectin, uHTS (AID 1817) | Siah-1 / rhodamine-plectin peptide fluorescence polarization; higher % means a stronger effect | one-dose displacement, % at 20 µM; IC50 in µM for titrated hits | 0.02% of 290,000 active;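 active = displacement of at least 50% at 20 µM, with a fluorescence ratio check between 0.3 and a set limit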;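 note: plate controls were Siah plus tracer with DMSO for no effect and tracer alone without Siah for full effect; strong numbers were not always called active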
TNAP activators = stimulation of alkaline phosphatase TNAP activity – biochemical, luminescent, no phosphate acceptor, uHTS, primary screen (AID 1001); purified TNAP, luminescent activation assay, no phosphate acceptor; higher activation fold means a stronger effect; one-dose activation fold at 20 µM; EC50 in µM for titrated hits; 0.03% of 200,000 active; in the data active = activation fold from about 3, or a potency from the dose series; inactive = the rest, 99 in 100 with activation fold below about 1.6; note: many of its hits are not listed in these tables
PMI inhibitors = inhibitors of human PMI, primary screen, biochemical, fluorescence intensity, coupled assay (AID 1209). purified PMI enzyme, coupled fluorescence intensity; higher % means a stronger effect. inhibition, % at 20 µM, or IC50 in µM where a hit was titrated. 0.42% of 190,000 active;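 note: plate controls were DMSO vehicle for no effect and wells lacking substrate for full effect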
PMI inhibition = human PMI inhibitors, high substrate, primary screen, biochemical, fluorescence intensity, high mannose 6-phosphate (AID 1220); recombinant PMI enzyme, coupled fluorescence intensity; higher % means a stronger effect; inhibition, % at 20 µM; hits with a dose series show IC50 in µM; 0.66% of 190,000 active
WT yeast gro inh = growth inhibition of WT yeast, mitochondrial fusion screen. mitochondrial fusion phenotypic screen, WT strain. inhibition, % at 10 µM. 2.1% of 190,000 active; in the data active = inhibition above about 58%; tested in S. cerevisiae
WT yeast gro inh mutant strain = recorded beside WT yeast gro inh, whose call it bears; inhibition, %; mitochondrial fusion phenotypic screen, mutant strain inhibition
Myeloid diff 2 GFP+ MAC1+ % = also measured in Myeloid diff 2; calls as there; GFP+ MAC1+ double positive, %; measured here: differentiation confirmed by MAC1 staining
An asterisk follows results filed as active; i = inactive; u = inconclusive; x = no result given; + = active, no number. Cut-off read from the data, not from the text of the source, unless noted: active = inhibition above about 50%; inactive = the rest.

Values run as follows: RSV antiviral HEp-2, WT yeast gro inh mutant strain, Siah-1 displacement, WT yeast gro inh, Myeloid diff 2 GFP+ MAC1+ %, XIAP displacement, PMI inhibition, Myeloid diff 2, PMI inhibitors, TNAP activators, PhoP inhibition
#1 COCCNc1nc(SCC(=O)N2CCN(c3ccccc3OC)CC2)nc2ccccc12
    1.0%, -2, 1%, -36, x, -3.6%, 3%, x, 3%, 1.1, -2%
#2 COC(=O)CCCCC1SCC(NC(=O)c2ccccc2)C1OC(C)=O (stereo not given)
    2.1%, 10, 5%, -6, 0.3, -1.8%, 6%, i, 6%, 1.1, 5%
#3 COc1ccc(-c2csc(Nc3cc(C)ccn3)n2)cc1C
    2.3%, x, -3%, x, 0.6, x, x, i, x, x, -4%
#4 CSc1nnc(CSc2cc(C)nc(N(C)C)n2)o1
    2.1%, -3, -7%, 1, 0.3, -4.9%, -4%, i, -2%, 1.1, 8%
#5 O=C(Cn1nc(C(F)(F)F)c2c1CCCC2)Nc1ccc2c(c1)OCO2
    0.6%, -54, 3%, -7, 0.9, -3.6%, 15%, i, 18%, 1.1, -2%
#6 COc1ccc(CNC(=O)CN2C(=O)NC3(CCCCCC3)C2=O)cc1OC
    2.9%, 4, 1%, -4, 0.8, -14%, 1%, i, 0%, 1.1, 0%
#7 O=C(C(NS(=O)(=O)c1cccc2nsnc12)c1ccccc1)N1CCN(c2ccccc2)CC1 (stereo not given)
    5.8%, -4, -2%, 6, 3.1, -5.3%, 13%, i, 5%, 1, 11%
#8 COc1cccc2c(=O)c3ccccc3oc12
    3.1%, 8, -1%, 11, 1.0, 4.2%, -5%, i, -4%, 1.1, -6%
#9 CCOC(=O)Cc1csc(NC(=O)CCSc2ccccc2)n1
    2.1%, 5, 14%, 8, 0.1, -6.5%, 2%, i, -3%, 1.1, -3%
#10 CC(Oc1ccc(Cl)cc1Cl)C(=O)NCCCCc1ccccc1 (stereo not given)
    7.7%, -2.6*, -3%, 61*, 0.7, -2.3%, 3%, i, 2%, 1.1, 5%
#11 CC1=CC(C)(C)N(C(=O)CSc2nnc(-c3ccccc3)o2)c2ccc(C)cc21
    21%, 18, -3%, 8, 3.3, -2.5%, 7%, i, 5%, 1, 3%
#12 COc1ccc(-c2ccc(SCC(=O)NCc3ccco3)nn2)cc1
    -0.6%, 6, 0%, 8, 0.7, -5.6%, 13%, i, 0%, 1.1, 3%
#13 COC(=O)c1nnn(CC(=O)NC(=O)Nc2cccc(C)c2C)c1C(=O)OC
    1.5%, 12, -1%, 17, 1.9, 0.0%, 0%, i, -1%, 1, 5%
#14 CNC(=O)CC12CC3CC(CC(C3)C1)C2
    0.4%, 18, 0%, 8, 1.8, -5.5%, 9%, i, 7%, 1.2, -5%
#15 Cc1ccc(S(=O)(=O)Nc2nc3ccccc3s2)cc1[N+](=O)[O-]
    3.9%, -15, 16%, -12, 1.2, -13%, -1%, i, -10%, 1, x
#16 Oc1cccc2ccc(/C=C/c3c(F)cccc3Cl)nc12
    4.4%, 53, -7%, 55, 0.3, -17%, 20%, i, -7%, 1.2, 1%
#17 COc1ccc(-c2cc3nnc(-c4ccccc4)nc3s2)cc1
    1.5%, -2, 1%, -3, 0.9, -7.8%, -146%, i, -61%, 1.1, -2%
#18 N#CC(c1nc2ccccc2nc1N1CCCC1)S(=O)(=O)c1cccs1 (stereo not given)
    0.6%, 6, 0%, -10, 2.1, -4.7%, 14%, i, -16%, 1.1, -5%
#19 Cc1ccc(N2CC(C(=O)Nc3nnc(SCCN4CCOCC4)s3)CC2=O)cc1C (stereo not given)
    0.1%, x, 2%, x, 3.4, x, x, i, x, x, 4%
#20 NS(=O)(=O)c1ccc(NC(=O)C2COc3ccccc3O2)cc1 (stereo not given)
    0.9%, x, 1%, x, x, 1.2%, 0%, x, 8%, 1.1, 0%
#21 Cc1ccc([C@@H]2[C@@H]3C(=O)N(C)C(=O)[C@@H]3[C@]3(C)C(=O)N(Cc4ccccc4)CC(=O)N23)o1
    -0.3%, x, -2%, x, 2.0, x, x, i, x, x, 6%
#22 O=C1N(Cc2ccccc2F)c2ccccc2C12OCCCO2
    -0.8%, -18, 3%, -9, 1.2, -5.1%, 8%, i, 8%, 1.1, -4%
#23 Cc1ccc(C)n1-c1cccc(N)c1
    1.3%, 5, -2%, -4, x, -4.5%, 48%, x, 16%, 1.1, 39%
#24 Cc1ccc(NC2=NC3(CCCC3)N=C(N)N2)c(C)c1
    -0.9%, -6, 5%, 7, 0.3, -3.4%, -6%, i, -9%, 1.1, 3%
#25 COC(=O)c1ccccc1-n1cccc1C(=O)NP(=O)(N1CCOCC1)N1CCOCC1
    2.3%, 5, 2%, -32, 0.2, -2.7%, -7%, i, -9%, 1, 4%
#26 c1ccc(CNc2nc(N3CCOCC3)nc(N3CCOCC3)n2)cc1
    2.5%, -1, 1%, -18, 4.0, -7.7%, -10%, i, -11%, 1.1, 6%
#27 COc1ccccc1NC(=O)COC(=O)c1cnccn1
    0.8%, -25, 2%, 33, 1.0, -6.4%, -2%, i, 1%, 1.1, -2%
#28 CCc1ccc(N(CC(=O)NC(C)(C)CC)C(=O)CCC(=O)Nc2nccs2)cc1
    -0.2%, x, 0%, x, 0.7, x, x, i, x, x, -2%
#29 COc1ccc(CCNC(=O)/C=C/c2ccc3ccccc3n2)cc1OC
    8.1%, x, -3%, x, x, x, x, u, x, x, 4%
#30 N#Cc1ccc2ccn(CC(=O)NCc3ccco3)c2c1
    0.3%, 11, 1%, 5, 2.0, -0.6%, -8%, i, -9%, 1.2, -12%
#31 CC1(C(=O)Nc2ccc3ccccc3c2)CC1(Br)Br (stereo not given)
    1.6%, 7, -1%, 15, 0.7, 14%, 34%, i, 6%, 1.1, 7%
#32 Cc1cc(Cl)c(OCCCN2CCCCC2)c(Br)c1
    -0.5%, 10, -6%, 8, 0.2, -3.0%, -8%, i, -12%, 1.1, 2%
#33 COCCNC(=O)[C@@H]1CSC2c3ccc(OC)c(OC)c3C(=O)N21 (stereo not given in full)
    -0.9%, x, 2%, x, 0.4, x, x, i, x, x, 10%
#34 N#Cc1c(NC(=O)CSc2n[nH]c(Cc3ccccc3)n2)oc(-c2ccccc2)c1-c1ccccc1
    u, 2, -2%, 13, 0.7, -9.3%, -36%, i, -2%, 0.8, 10%
#35 O=C(O)CN1CCN(Cc2ccc(Cl)cc2)C1=O
    1.1%, 0, 0%, 6, 0.5, 0.1%, 0%, i, -6%, 1, 10%
#36 CN(Cc1ccccc1)C(=O)c1cn(C)c2ccc(S(=O)(=O)N3CCCC3)cc2c1=O
    -1.0%, x, -3%, x, 1.3, x, x, i, x, x, 8%
#37 Cc1cccc(C)c1NC(=O)C1(NC(=O)c2cnccn2)CCCCC1
    2.1%, 2, 2%, 5, 2.2, -6.4%, -1%, i, -5%, 0.9, -1%
#38 Cc1ccccc1-c1nc(S(=O)(=O)c2ccc(Br)cc2)c(NCc2cccnc2)o1
    29%, 5, 2%, 29, 0.8, -5.5%, 7%, i, 14%, 0.9, -1%
#39 Cc1[nH]nc(NNC(=O)c2ccccc2)c1[N+](=O)[O-]
    2.8%, x, 10%, x, 0.9, x, x, i, x, x, -8%
#40 NC(=O)C1(C(N)=O)OC1c1ccc(Cl)c(Cl)c1 (stereo not given)
    0.3%, x, 6%, x, 0.5, x, x, i, x, x, 0%
#41 Cc1ccc(C(=O)CSc2nnc(COc3ccccc3)o2)cc1
    2.9%, -7, 24%, -25, 0.4, -3.0%, 8%, i, 14%, 1.1, 6%
#42 O=C(Nc1ccc2nc3n(c(=O)c2c1)CCCC3)c1cccc([N+](=O)[O-])c1
    1.1%, -5, 17%, 11, 0.2, -0.8%, 7%, i, 9%, 1.1, -12%
#43 Clc1cccc(Cl)c1CSc1nnc(-c2sccc2-n2cccc2)o1
    u, 19, 0%, 51, 1.2, -3.1%, -7%, i, -2%, 1, 1%
#44 Cc1ccc(C)c(/C(O)=C2\C(=O)C(=O)N(CCCn3ccnc3)C2c2ccncc2)c1 (stereo not given)
    2.3%, -10, -2%, -8, 8.4*, -6.3%, -14%, +, -11%, 1, 16%
#45 COc1ccccc1C(=O)Nc1ccnn1C1CCN(CC2CC=CCC2)CC1 (stereo not given)
    -1.5%, x, -5%, x, 0.6, x, x, i, x, x, 0%
#46 Cc1ccc(N(CC(=O)N2CCn3c2nc2ccccc23)S(=O)(=O)c2c(C)n[nH]c2C)cc1
    1.5%, 27, -1%, 15, 1.0, -0.8%, -1%, i, 1%, 1, -14%
#47 COc1cccc(NC(=O)CSc2nc3ccccc3c(=O)n2CCCC(=O)N2CCCC2)c1
    2.3%, 9, -3%, -2, 1.1, -1.5%, 14%, i, 7%, 1, -4%

A draw from above in order of number of heavy atoms, rising:
Values run as follows: RSV antiviral HEp-2, WT yeast gro inh mutant strain, Siah-1 displacement, WT yeast gro inh, Myeloid diff 2 GFP+ MAC1+ %, XIAP displacement, PMI inhibition, Myeloid diff 2, PMI inhibitors, TNAP activators, PhoP inhibition
#40 NC(=O)C1(C(N)=O)OC1c1ccc(Cl)c(Cl)c1 (stereo not given)
    0.3%, x, 6%, x, 0.5, x, x, i, x, x, 0%
#32 Cc1cc(Cl)c(OCCCN2CCCCC2)c(Br)c1
    -0.5%, 10, -6%, 8, 0.2, -3.0%, -8%, i, -12%, 1.1, 2%
#33 COCCNC(=O)[C@@H]1CSC2c3ccc(OC)c(OC)c3C(=O)N21 (stereo not given in full)
    -0.9%, x, 2%, x, 0.4, x, x, i, x, x, 10%
#43 Clc1cccc(Cl)c1CSc1nnc(-c2sccc2-n2cccc2)o1
    u, 19, 0%, 51, 1.2, -3.1%, -7%, i, -2%, 1, 1%
#42 O=C(Nc1ccc2nc3n(c(=O)c2c1)CCCC3)c1cccc([N+](=O)[O-])c1
    1.1%, -5, 17%, 11, 0.2, -0.8%, 7%, i, 9%, 1.1, -12%
#45 COc1ccccc1C(=O)Nc1ccnn1C1CCN(CC2CC=CCC2)CC1 (stereo not given)
    -1.5%, x, -5%, x, 0.6, x, x, i, x, x, 0%
#36 CN(Cc1ccccc1)C(=O)c1cn(C)c2ccc(S(=O)(=O)N3CCCC3)cc2c1=O
    -1.0%, x, -3%, x, 1.3, x, x, i, x, x, 8%
#47 COc1cccc(NC(=O)CSc2nc3ccccc3c(=O)n2CCCC(=O)N2CCCC2)c1
    2.3%, 9, -3%, -2, 1.1, -1.5%, 14%, i, 7%, 1, -4%
